Screening data (PubChem BioAssay)
HP1b chromo inh = blocks HP1-beta chromodomain binding to methylated histone tails; AlphaScreen HP1-beta / biotin-H3K9me3 peptide binding; Potency, µM (highest dose often 114 µM), for inactives: top-dose activity change, negative = inhibition, actives largely listed as inhibitors; AID 540317; P83916; 0.56% of 390,000 active; also: nearly all actives have a fitted effect of over 70% in size; inactives centre near 23
Target sequence (P83916 whole entry, looked up): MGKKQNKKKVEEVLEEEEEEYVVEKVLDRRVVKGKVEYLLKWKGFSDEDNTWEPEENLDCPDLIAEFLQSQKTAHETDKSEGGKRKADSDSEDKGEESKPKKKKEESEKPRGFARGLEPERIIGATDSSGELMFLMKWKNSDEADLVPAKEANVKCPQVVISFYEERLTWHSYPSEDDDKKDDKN
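AlphaScreen: HP1-beta (50 nM) preformed 30 min with biotin-H3(1-18)K9me3 peptide (50 nM) in PBS pH 7.4, 0.01% Tween-20. Compound added for 30 min at RT, then streptavidin donor/nickel chelate acceptor beads (10 ug/mL) for 30 min.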
PGK inhibitor = blocks T. brucei phosphoglycerate kinase | P07378 | PGK/GAPDH coupled, Kinase-Glo luminescence, 60 min | Potency, µM (titrated, usually from 57.5 µM), for the others: at the highest dose activity change, negative = inhibition, hits mostly inhibitors | 0.043% of 380,000 active | AID 602233; also: % is scaled to controls: 0 for no effect and ±100 for the full control effect; nearly all actives have a fitted effect of over 60% in size
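Recombinant glycosomal PGK reaction used 1,3-bisphosphoglycerate generated in-well by GAPDH (100nM final) in 100mM TEA pH 7.6, 5mM MgCl2, 0.01% Tween-20. After 60 minutes at room temperature, ATP was read by Kinase-Glo Plus luminescence end-point.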
ERG-DNA inh = ERG Ets/DNA interaction inhibition; Potency, µM (titrated, usually from 76.9 µM), inactives show top-dose FP activity, negative = inhibition, most hits filed as inhibitors; P11308; 0.028% of 370,000 active; fluorescence polarization, His-ERG Ets domain / labelled DNA; active = well fitted inhibition curve with a large enough effect in the polarisation, with a control signal flat; inconclusive = small, poorly fitted or top-dose-only effect, or effect the other way, or a change in a side signal; inactive = no such curve, though single readings can be large or run the other way; the % refers to the polarisation;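 also: polarization taken with two DNA probes labelled with fluorescein and Texas red; % of control where 0% means no effect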
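His-tagged ERG Ets domain (1 uM in the protein solution; 300mM KCl, 50mM Tris-HCl, 1mM EDTA, 1mM DTT, pH 7.5) received compound, then a probe mix of 5 nM fluorescein-DNA and 100nM Texas-615-DNA. Fluorescence polarization was read for both dyes.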
rTrxR1 inhibitor = inhibitors of rat thioredoxin reductase 1; Potency, µM (titrated, usually from 114 µM), for inactives: at the highest dose activity change, negative = inhibition, usual class: inhibitors; 1% of 390,000 active; AID 588453; recombinant rTrxR1, NADPH fluorescence consumption, selenite substrate; also: % is scaled to controls: 0 for no effect and ±100 for the full control effect; nearly all actives have a fitted effect of over 65% in size
Target sequence (O89049 whole entry, looked up): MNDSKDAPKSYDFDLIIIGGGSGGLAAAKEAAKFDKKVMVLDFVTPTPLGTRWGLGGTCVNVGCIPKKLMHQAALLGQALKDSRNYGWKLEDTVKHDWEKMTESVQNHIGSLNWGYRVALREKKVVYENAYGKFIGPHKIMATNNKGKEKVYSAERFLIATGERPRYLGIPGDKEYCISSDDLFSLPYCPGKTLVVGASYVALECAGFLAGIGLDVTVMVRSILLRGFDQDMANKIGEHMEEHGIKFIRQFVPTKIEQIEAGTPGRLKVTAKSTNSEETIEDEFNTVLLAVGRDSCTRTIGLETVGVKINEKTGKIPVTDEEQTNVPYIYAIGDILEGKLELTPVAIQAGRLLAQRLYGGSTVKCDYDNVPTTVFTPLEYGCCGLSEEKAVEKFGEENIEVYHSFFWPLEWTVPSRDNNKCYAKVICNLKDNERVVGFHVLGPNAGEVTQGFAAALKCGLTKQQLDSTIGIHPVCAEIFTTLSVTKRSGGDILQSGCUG
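Rat TrxR1 (90 nM in the dispensed reagent) was pre-reduced with 400 uM NADPH for 5 min at room temperature, then incubated with compound for 15 min. After 400 uM selenite was added, NADPH fluorescence (Ex 340/Em 450 nm) was followed for 8 min.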
RGS4 inhibitor = inhibitors of human regulator of G protein signaling 4 | P49798 | Transcreener GDP fluorescence polarization, RGS4-accelerated GTP hydrolysis | 0.039% of 390,000 active | Potency, µM (highest dose often 114 µM), without a hit: at the highest dose activity change, negative = inhibition, hits mostly inhibitors; also: % is scaled to controls: 0 for no effect and ±100 for the full control effect; nearly all actives have a fitted effect of over 75% in size; some results filed as inactive show a strong effect at the top dose
Target sequence (P49798 whole entry, looked up): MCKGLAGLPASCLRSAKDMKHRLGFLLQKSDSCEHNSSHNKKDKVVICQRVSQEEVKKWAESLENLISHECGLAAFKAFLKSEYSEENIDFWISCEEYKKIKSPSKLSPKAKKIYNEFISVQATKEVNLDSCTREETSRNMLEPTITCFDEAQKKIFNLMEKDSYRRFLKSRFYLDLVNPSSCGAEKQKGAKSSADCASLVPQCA
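MLSMR compounds (23 nl, pin-transferred) preincubated 10 min at room temperature with a 500nM (2x) first reagent, then RGS4 at 900nM (2x) plus Transcreener GDP mix added; fluorescence polarization (620/688 nm) read before and after 90 min at 30 °C.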
ALOX12 inh = inhibitors of human 12S-lipoxygenase ALOX12; P18054; purified 12hLO, xylenol orange hydroperoxide absorbance; Potency, µM (series often up to 108 µM), for inactives: at the highest dose activity change, negative = inhibition, usual class: inhibitors; 1.1% of 580,000 active; AID 1671190; also: % is scaled to controls: 0 for no effect and ±100 for the full control effect
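Hydroperoxide product was detected by ferrous iron/xylenol orange as the 573 to 405 nm absorbance ratio. Arachidonic acid at 40 uM (final) was turned over for 30 min at room temperature by 150 nM human 12hLO, pH 7.0 Hepes buffer, after 15 min compound preincubation.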
GLS inh = inhibitors of human glutaminase (GLS). O94925. GLS enzymatic activity, qHTS titration. Potency, µM (highest dose often 45.5 µM), inactives show top-dose activity change, negative = inhibition, most hits filed as inhibitors. 0.21% of 410,000 active. AID 624170; also: % is scaled to controls: 0 for no effect and ±100 for the full control effect
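Two-point fluorescence kinetic (t0, 30 min RT) for hKGA; glutamate detected via glutamate oxidase–HRP–Amplex Red. Substrate: 1 mM L-glutamine solution; buffer 45 mM KH2PO4, pH 8.2.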
JMJD2A Tudor = inhibitors of human JMJD2A Tudor domain. AlphaScreen JMJD2A-Tudor / H3K4me3 peptide binding. Potency, µM (titrated, usually from 114 µM), for inactives: at the highest dose activity change, negative = inhibition, actives largely listed as inhibitors. 4.4% of 390,000 active. AID 504339; also: % is scaled to controls: 0 for no effect and ±100 for the full control effect; nearly all actives have a fitted effect of over 50% in size
Pin1 inh = blocks the human prolyl isomerase Pin1 | 0.009% of 390,000 active | Potency, µM (doses to about 115 µM), without a hit: top-dose activity, negative = inhibition, most hits filed as inhibitors | Pin1 FP peptide displacement, HiFluor488, 10 min; active = well fitted inhibition curve with a large enough effect in the polarisation, with a control signal flat, not every such curve was filed as active; inconclusive = small, poorly fitted or top-dose-only effect, or effect the other way, or a change in a side signal; inactive = no such curve, though single readings can be large or run the other way; the % refers to the polarisation; also: % is scaled to controls: 0 for no effect and ±100 for the full control effect
Target sequence (Q13526 whole entry, looked up): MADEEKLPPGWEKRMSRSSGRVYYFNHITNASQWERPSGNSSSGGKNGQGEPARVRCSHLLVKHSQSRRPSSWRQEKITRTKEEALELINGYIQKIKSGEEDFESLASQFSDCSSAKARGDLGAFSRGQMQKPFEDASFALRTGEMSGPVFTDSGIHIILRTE
Starred values were filed as active, the others as inactive; i = inactive; ? = inconclusive; nt = no result given; [ ] = remark or other dose. Unless noted, calls follow the shape of the dose curve; as a rule, active = well fitted curve in the direction sought with a large enough effect; inconclusive = small, poorly fitted or top-dose-only effect, or another doubt; inactive = no such curve, though single readings can be large; an effect the other way counts as inactive or inconclusive. Potency is read from the fitted curve at half-maximal effect.

SMILES	HP1b chromo inh	PGK inhibitor	ERG-DNA inh	rTrxR1 inhibitor	RGS4 inhibitor	ALOX12 inh	GLS inh	JMJD2A Tudor	Pin1 inh
CCOC(=O)c1cc(NC(=O)N(C)C2CCCCC2)c(C)nc1C	-3%	-4%	9%	31%	11%	0%	0%	-10%	-2%
COc1ccc(-c2nnc(-c3ccc4ccccc4c3)o2)cc1	22%[57 µM]	-2%	-4%	58%[57.1 µM]	-12%	2%	-1%	0%	1%
CCOc1ccc2nc(SCC(=O)Nc3ccc(F)cc3)nc(-c3ccccc3)c2c1	58%[activator]	-3%	9%	54%[activator]	-7%	-12%	2%	-26%	2%
O=c1c2ccccc2nnn1CSc1nc2ccccc2[nH]1	2%	-11%	0%	9%[57.1 µM]	17%	4%	9%	-5%	3%
COC(=O)c1cccc(-c2ccc(/C=N/N3C(=O)C4C5C=CC(C6CC56)C4C3=O)o2)c1 (centres undefined)	-22%	-3%	-5%	16%[57.1 µM]	-32%	3%	0%	-25%	-2%
Cc1ccc(-c2csc(N/N=C/c3ccco3)n2)cc1	-38%	-14%	-19%	-17%[57.1 µM]	-33%	?	-4%	50µM*	0%
CC(=O)c1cccc(N(C(=O)Cn2nnc3ccccc32)C(C(=O)NC2CCCCC2)c2cn(C)nc2C)c1 (centres undefined)	31%	i	nt	18%	-7%	4%	7.9µM*	-8%	-15%
Cc1c(NC(=O)COC(=O)C2(c3ccc(F)cc3)CCCC2)c(=O)n(-c2ccccc2)n1C	31%	i	-9%	34%[57.1 µM]	0%	?	-7%	-16%[57.1 µM]	-12%
CNC(=O)c1ccc2nc(-c3cccc(C)c3)c(-c3cccc(C)c3)nc2c1	5%[57 µM]	nt	nt	5%	-7%	nt	nt	-21%[57.1 µM]	8%
Cc1ccc(S(=O)(=O)N(C)CC(=O)NNC(=O)Cc2cccc(F)c2)cc1	39%	-7%	-16%	9%	-36%	0%	1%	-6%	-7%
COc1cc(/C=N/Nc2ccc(F)cc2F)cc(OC)c1OC	-3%	-10%	-7%	3%[57.1 µM]	-27%	?	1%	-4%	0%
CSc1c(-c2ccccc2)nc2ccc(Cl)cc2c1C(=O)O	17%	-1%	-1%	-10%[57.1 µM]	0%	0%	-2%	-2%	8%
COC(=O)c1cccc(NC(=O)c2ccc3c(c2)C(=O)N(C(C)(C)C)C3=O)c1	35%	-2%	4%	23%	34%	63%[activator]	7%	-9%	?
COC(=O)N1CCN(c2ccc(OC)cc2)CC1	16%	i	8%	10%	-23%	14%	?	-11%	6%
Cc1nnc2n(C)c(=O)c3c4c(sc3n12)COC(C)(C)C4	40%[activator]	i	-9%	10%	-23%	3%	24%	-12%	2%
COc1ccccc1Cn1c(C)nc2ccccc21	1%	-8%	4%	13%[57.1 µM]	9%	0%	6%	-9%	-4%
CCN1C(C(=O)c2ccccc2)=C(OC(=O)c2ccc(OC)cc2)c2ccccc2S1(=O)=O	22%	-4%	2%	18%	-2%	-26%	3%	-27%	5%
COCCCn1c(SCC(=O)Nc2sc3c(c2C#N)CCCC3)nnc1-c1ccncc1	-15%	-2%	?	?	-34%	?	16%	-35%	49%[activator]
Cc1ccc(OCC(=O)Oc2ccc(C(C)C)cc2)cc1	164%[activator]	-8%	15%	-5%[57.1 µM]	-28%	14%	-13%	146%[activator]	0%
CC(C)CCN(C(=O)c1ccccn1)c1c(N)n(Cc2ccccc2)c(=O)[nH]c1=O	27%[57 µM]	-2%	15%	2%[2.29 µM]	-24%	0%	1%	-13%	8%
COc1ccc2c(c1)c1nnc(SCC(=O)Nc3ccccc3F)nc1n2C	47%[activator]	i	-20%	21%	-24%	-6%	-9%	-20%	33%[activator]
O=C(Nc1ccc(F)c(Cl)c1)C1CC(=O)n2c(nc3ccccc32)N1 (centres undefined)	63%[activator]	6%	4%	-10%	-5%	1%	12%	-3%	?
NC(=O)c1cc(-c2csc(NCCc3ccccc3)n2)ccc1O	?	-7%	-5%	7%	-24%	32µM*	?	?	9%
COc1ccc(OC)c(CNCc2c(C(=O)O)n(Cc3ccccc3)c3cc(OC)ccc23)c1	15%	3%	5%	10%	13%	-8%	13%	-7%	-2%
Cc1nn2c3ccccc3n(CC(=O)c3cccs3)c2nc1=O	48%[activator]	-4%	3%	29%[57.1 µM]	5%	-1%	6%	-9%[57.1 µM]	-3%
COc1ccc(NC(=O)c2ccc3oc(=O)c(S(=O)(=O)c4ccc(F)cc4)cc3c2)cc1OC	10%	-3%	5%	22%	-10%	-25%	-1%	-13%	0%
COc1ccc(CC(CC(=O)O)C(=O)Nc2ccccc2)cc1 (centres undefined)	31%	-7%	-17%	15%	12%	0%	-16%	5%	-6%
O=C(COC(=O)c1cccnc1Cl)NCC1CCCO1 (centres undefined)	9%	-8%	6%	12%[57.1 µM]	18%	-9%	2%	-10%	3%
CS(=O)(=O)N1CCCC(C(=O)Nc2ccc3c(c2)OCCO3)C1 (centres undefined)	32%	-2%	0%	2%	10%	10%	6%	-13%	-11%
OC1(c2ccccn2)COc2ccccc2O1 (centres undefined)	15%	10%	0%[15.4 µM]	14%[11.4 µM]	6%	?	-11%	?	1%
COc1cccc(C(=O)NC2CC3CCCC(C2)N3CC(=O)Nc2ccccc2)c1 (centres undefined)	52%[activator]	-19%	-1%	-17%	0%[56.9 µM]	?	6.3µM*	-30%[57.1 µM]	?
O=C(COC(=O)CSc1ccc2ccccc2c1)Nc1ccccc1OC(F)F	63%[activator]	3%	9%	-3%[57.1 µM]	-7%	3%	2%	7%	2%
Cc1ccc(NCC(=O)N/N=C/c2ccncc2)cc1	23%	-7%	11%	11%	-7%	i	-22%	-5%[57.1 µM]	0%
CC(C)C(=O)N1CCN(c2ccccc2NC(=O)c2ccco2)CC1	?	-35%	-4%	-9%[57.1 µM]	-8%	13%	2%	?	?
COc1ccc(CCNC(=O)CN(c2cc(OC)ccc2OC)S(=O)(=O)c2ccccc2)cc1	11%	4%	-3%	18%	?	-3%	-8%	-6%	-5%
Cc1nn(C(C)C)c(C)c1[C@@H]1C[C@H]2CN(Cc3cccc(Cl)c3)C(=O)[C@]23CCCN13	19%	-5%	-14%	-29%	4%	-4%	-9%	-8%	18%

ALOX12 inh: what is marked active above.
SMILES	HP1b chromo inh	PGK inhibitor	ERG-DNA inh	rTrxR1 inhibitor	RGS4 inhibitor	ALOX12 inh	GLS inh	JMJD2A Tudor	Pin1 inh
NC(=O)c1cc(-c2csc(NCCc3ccccc3)n2)ccc1O	?	-7%	-5%	7%	-24%	32µM*	?	?	9%

Next section.
SMILES	HP1b chromo inh	PGK inhibitor	ERG-DNA inh	rTrxR1 inhibitor	RGS4 inhibitor	ALOX12 inh	GLS inh	JMJD2A Tudor	Pin1 inh
Cc1cc2c(c(=O)n1Cc1ccco1)C(c1ccccc1)C(C#N)=C(N)O2 (centres undefined)	28%	-7%	5%	-28%	-25%	-15%	6%	1%	14%
Clc1cccc(CSc2nnc(C3CCNCC3)o2)c1	23%	-1%	0%	-3%	12%	-15%	4%	-12%	-10%
CC(C)CC1NC(=O)N(CC(=O)Nc2ccc(OC(F)F)cc2)C1=O (centres undefined)	13%	-2%	-7%	8%	15%	-4%	1%	0%	-3%
Cc1cccc(Cn2c(C)nc3c(N)c(C)c(C)cc32)c1	?	0%	7%	17%[57.1 µM]	-3%	5%	-6%	-7%[11.4 µM]	28%
CC(=O)C12CCCCC1CC1[C@@H]3CC(C)C4=CC(=O)CC[C@]4(C)C3CC[C@@]12C (some centres undefined)	22%	7%	-4%	25%	22%[56.9 µM]	0%	8%	-6%	-2%
Nc1ccc(C(=O)c2cccs2)cc1	16%	-8%	-9%	-10%	-8%	-1%	5%	-21%	1%
c1ccc(-c2nnc(CN3CCCCC3)o2)cc1	33%	i	-2%	-2%[57.1 µM]	-9%	?	1%	-1%	2%
CC(=O)NC(CCS(C)(=O)=O)C(=O)Nc1c(C)cccc1C (centres undefined)	36%	0%	-13%	7%[57.1 µM]	-8%	7%	1%	8%	-2%
Cn1cccc1C(=O)OCC(=O)Nc1cccc(S(=O)(=O)N2CCOCC2)c1	16%	-4%	14%	12%	-17%	i	-2%	-25%	2%
CC(C)(C)NC(=O)CN(C(=O)CNS(=O)(=O)c1ccccc1)c1ccc2c(c1)OCCO2	13%	-12%	1%	-8%	-17%	0%	-19%	-11%	-9%
COc1cc(C(=O)NCc2nnc(SCC(=O)N3CCc4ccccc43)o2)cc(OC)c1OC	50%[activator]	-6%	-3%	14%	-17%	38%[activator]	-8%	11%	-9%
CCN(C[C@H]1N[C@@](CC)(C(=O)OC)[C@H]2C(=O)N(C)C(=O)[C@@H]12)C(=O)Nc1ccc(F)cc1	16%	-1%	-7%	10%	18%	-25%	18%	-18%	-3%
COc1ccc(CCNC(=O)COc2ccc(S(=O)(=O)N3CCCC3)cc2)cc1	29%	-6%	-3%	11%	-13%	-5%	-1%	6%	-6%
CCOC(=O)N1CCN(C(=O)c2ccc(C)c(S(=O)(=O)Nc3ccccc3)c2)CC1	12%	-2%	6%	10%[57.1 µM]	44%	8%	9%	-5%	-3%
COc1cc(NC(=O)CCc2c(C)nc3nc(-c4cc(OC)cc(OC)c4)nn3c2C)cc(OC)c1	30%	i	-11%	16%	-6%	-2%	-13%	-18%	-2%
COc1ccc(/C=N/NC(=S)SC)cc1OC	36%	7%	9%	?	-22%	?	6%	-27%	0%
COC(=O)CCCSc1nccn1-c1ccccc1	27%	-1%	3%	10%	31%	-7%	-2%	-18%	0%
O=C(COC(=O)c1cc(Br)ccc1O)Nc1cc(S(=O)(=O)N2CCCC2)ccc1Cl	30%	-8%	2%	12%	-23%	-1%	-13%	3%	50%[activator]

An excerpt (hit frequency here may not be typical).
